Measles CPE = compounds protecting cells from measles virus cytopathic effect, primary screen, measles RdRp inhibitor project, single point, MLSMR library, absorbance; protection (pct of control), % at 4 µM; Measles virus-infected cells, CPE protection; actives 1.5% (n = 140,000); in the data active = protection mostly above about 24%, no sharp cut-off; inactive = mostly below about 26%; note: some compounds called inactive have numbers as strong as hits
NPY-Y2 antag = NPY-Y2 receptor antagonists, primary screen, cell-based. Neuropeptide Y receptor type 2 (Homo sapiens), P49146. NPY-Y2 expressing cells, antagonist mode. inhibition, % at 2.7 µM. actives 0.99% (n = 140,000). AID 793, 2007; in the data active = inhibition above about 17%;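 note: 0% = vehicle with agonist challenge and 100% = reference antagonist with challenge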
Target sequence (P49146 whole entry, looked up): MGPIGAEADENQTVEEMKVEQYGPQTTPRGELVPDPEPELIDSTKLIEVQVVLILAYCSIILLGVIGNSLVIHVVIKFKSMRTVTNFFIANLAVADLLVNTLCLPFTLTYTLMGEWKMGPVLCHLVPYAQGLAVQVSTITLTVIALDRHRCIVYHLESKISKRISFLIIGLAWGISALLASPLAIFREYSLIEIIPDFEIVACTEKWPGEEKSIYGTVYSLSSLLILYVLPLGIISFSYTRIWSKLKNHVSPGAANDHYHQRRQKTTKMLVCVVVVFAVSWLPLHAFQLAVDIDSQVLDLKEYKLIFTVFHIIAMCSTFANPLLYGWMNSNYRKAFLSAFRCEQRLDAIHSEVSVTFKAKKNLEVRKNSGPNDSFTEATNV
MRP-1 activ = H69AR viability gain despite doxorubicin, primary screen, MRP-1 activator project, H69AR cells, CellTiter-Glo. viability rescue. viability increase, % at 10 µM. actives 0.61% (n = 140,000);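 active = viability gain under doxorubicin at or above a set limit, the compound median plus 3 SD, cut at about 4.7% in these data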;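 note: MRP-1 overexpressing cells given doxorubicin 25 µM after compound pretreatment; 18-22 h compound pretreatment then 72 h with doxorubicin before readout; 0% = doxorubicin-only wells and 100% = vehicle-treated cells without doxorubicin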
Phagocytosis inh = inhibitors of macrophage phagocytosis, primary screen, imaging, J774A.1 cells, IgG beads; J774A.1 macrophage IgG-bead phagocytosis; inhibition, % at 5 µM; actives 0.07% (n = 110,000); AID 1029, 2008;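 active = inhibition above the mean of the plate negative controls plus 5 SD, cut at about 13% in these data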;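 note: phagocytic index as fraction of beads internalized from green versus red external bead signal; plate controls were DMSO negative control for no effect and cytochalasin-D positive control for full effect; some results beyond the cut were filed as inactive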
HCT116 bCat-KO = primary screen for growth suppressors in beta-catenin knockout HCT116 cells (colon tumor, human). HCT116 beta-catenin knockout viability, CellTiter-Glo, 60 h; active compounds read low. viability, % at 10 µM. actives 1.5% (n = 140,000). AID 818, 2007;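 active = viability at or under a set limit, the compound median less 4 SD, cut at about 6% in these data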;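 note: 0% = Hyamine 1622 control at 20 µM and 100% = untreated cell control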
Yeast lifespan up = compounds extending yeast replicative lifespan, primary screen, S. cerevisiae, OD615; actives 0.68% (n = 130,000); inhibition of the nicotinamide effect, % at 10 µM; S. cerevisiae growth with nicotinamide; deaD strain in restrictive glucose medium; AID 775, 2007;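 active = inhibition above a set limit, placed 3 SD over the median of all compounds, cut at about 26% in these data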;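 note: 0% = nicotinamide-treated wells and 100% = cells grown without nicotinamide; some compounds called inactive have numbers as strong as hits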
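Material: Modified budding yeast, DeaD strain | Medium: Restrictive glucose medium | Probe or stimulus: 1.5 mM nicotinamide | Dosing: Single dose 10 µM compound, 0.25% DMSO | Times: 48 h at 30 °C | Technique: OD615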
GALR2 antag = GALR2 antagonists in receptor-expressing cells, primary screen; Galanin receptor type 2 (Homo sapiens), O43603; inhibition, % at 4 µM; antagonist mode; AID 828, 2007; actives 0.39% (n = 140,000); in the data active = inhibition above about 27%;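 note: cells stimulated with galanin 1-16 at roughly its EC80; 0% = agonist challenge control and 100% = basal control without agonist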
Target sequence (O43603 whole entry, looked up): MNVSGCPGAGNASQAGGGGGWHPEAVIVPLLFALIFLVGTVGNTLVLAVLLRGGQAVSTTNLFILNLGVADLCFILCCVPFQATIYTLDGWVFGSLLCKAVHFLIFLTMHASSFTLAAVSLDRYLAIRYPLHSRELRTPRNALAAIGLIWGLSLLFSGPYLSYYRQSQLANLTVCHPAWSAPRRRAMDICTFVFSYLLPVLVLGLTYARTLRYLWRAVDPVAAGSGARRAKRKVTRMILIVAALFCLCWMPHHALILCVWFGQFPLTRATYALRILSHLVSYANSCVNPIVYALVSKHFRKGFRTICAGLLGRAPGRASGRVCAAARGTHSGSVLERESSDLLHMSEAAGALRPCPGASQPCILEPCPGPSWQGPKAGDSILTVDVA
BB579 growth dn = growth inhibitors of yeast BB579 in restrictive medium, primary screen, yeast lifespan-shortening project, S. cerevisiae | OD615, 48 h | inhibition, % at 10 µM | actives 0.51% (n = 140,000) | AID 804, 2007;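 active = inhibition above a set limit, 3 SD over the mean compound inhibition, cut at about 44% in these data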; note: inactives centre near -24
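Assay system – yeast BB579 (DeaD) · Dosing – single compound dose of 10 µM, 0.25% DMSO final · Detection – OD615 turbidity measurement · Buffer or medium – CSMM-D restrictive synthetic medium containing dextrose (glucose) · Benchmarks – positive control amphotericin B 10 µg/mL · Incubation – 48 h exposure, 30 °C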
E-sel TNF inh = E-selectin induction blockers in HUVEC – imaging, immunofluorescence, high content, primary screen; HUVEC TNFa-induced E-selectin immunofluorescence; inhibition, % at 2 µM; actives 0.71% (n = 120,000); AID 1246, 2008;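 active = inhibition above the batch mean plus 3 SD, and confirmed as a hit on visual image review, cut at about 43% in these data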;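 note: 0% = TNF-stimulated DMSO wells and 100% = unstimulated control wells; not every result past the cut was called active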
PTEN del growth = growth suppression of PTEN-null HCT116, primary screen, cell-based, CellTiter-Glo; HCT116 PTEN-null viability, 60 h; active compounds read low; viability, % at 10 µM; actives 1.2% (n = 140,000);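 active = viability at or below a set limit, 4 SD under the median of all tested compounds, cut at about 3.7% in these data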;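 note: PTEN knockout HCT116 line with beta catenin targeted HCT116 as companion control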
Starred values were filed as active, the others as inactive; nt = not tested or not shown.

Fields – Measles CPE | NPY-Y2 antag | MRP-1 activ | Phagocytosis inh | HCT116 bCat-KO | Yeast lifespan up | GALR2 antag | BB579 growth dn | E-sel TNF inh | PTEN del growth
- O=C(NCCN1CCN(C(=O)c2cccs2)CC1)C(=O)Nc1ccc(Br)cc1
    5 | -1 | 3.6 | 0 | 55 | -14 | 1 | -24 | -4 | 66
- Cc1cc(C)c(NC(=O)NC2CCCCC2)c(C)c1
    9 | 3 | -1.4 | -1 | 95 | 5 | 4 | -72 | 9 | 89
- Cc1cc(C)nc(SCCC(=O)Nc2cccc3ccccc23)n1
    2 | 2 | 0.1 | nt | 114 | -4 | -5 | -9 | -31 | 93
- CC1CCCCC12NC(=O)N(CC(=O)NC1CCCc3ccccc31)C2=O (stereo not given)
    19 | 0 | -0.7 | -3 | 87 | -5 | -7 | -8 | nt | 86
- O=C(O)CCC(=O)N1CCN(c2nc(-c3ccccc3Cl)c3cc(Br)ccc3n2)CC1
    8 | 5 | -1.7 | nt | 111 | -16 | 9 | 99* | -35 | 95
- CCCc1c(O)nc(SCC(=O)NCCc2ccc(OC)c(OC)c2)[nH]c1=O
    6 | 1 | -1.0 | 2 | 98 | -10 | -5 | -13 | 16 | 97
- COc1ccc(NC(=O)C2CCCCN2N)cc1OCC(C)C (stereo not given)
    2 | -2 | 1.2 | -1 | 105 | -14 | -13 | -11 | nt | 94
- O=C(NC(NCc1ccccn1)(C(F)(F)F)C(F)(F)F)c1ccco1
    5 | 5 | -1.1 | 0 | 85 | -12 | -3 | 8 | 31 | 87
- COc1ccc2cc(S(=O)(=O)NCCCN3CCOCC3)ccc2c1
    13 | 0 | -1.5 | 0 | 92 | -2 | 5 | 1 | 5 | 85
- CCCCc1sc(-c2c(C#N)c(N)nc3c2CCCCC3)cc1[N+](=O)[O-]
    17 | 2 | -4.4 | 0 | 61 | -5 | -13 | -23 | -24 | 62

Seven entries out of the list, ordered by length of the SMILES, ascending.
Fields – Measles CPE | NPY-Y2 antag | MRP-1 activ | Phagocytosis inh | HCT116 bCat-KO | Yeast lifespan up | GALR2 antag | BB579 growth dn | E-sel TNF inh | PTEN del growth
- Cc1cc(C)c(NC(=O)NC2CCCCC2)c(C)c1
    9 | 3 | -1.4 | -1 | 95 | 5 | 4 | -72 | 9 | 89
- COc1ccc2cc(S(=O)(=O)NCCCN3CCOCC3)ccc2c1
    13 | 0 | -1.5 | 0 | 92 | -2 | 5 | 1 | 5 | 85
- O=C(NC(NCc1ccccn1)(C(F)(F)F)C(F)(F)F)c1ccco1
    5 | 5 | -1.1 | 0 | 85 | -12 | -3 | 8 | 31 | 87
- CCCc1c(O)nc(SCC(=O)NCCc2ccc(OC)c(OC)c2)[nH]c1=O
    6 | 1 | -1.0 | 2 | 98 | -10 | -5 | -13 | 16 | 97
- O=C(NCCN1CCN(C(=O)c2cccs2)CC1)C(=O)Nc1ccc(Br)cc1
    5 | -1 | 3.6 | 0 | 55 | -14 | 1 | -24 | -4 | 66
- CCCCc1sc(-c2c(C#N)c(N)nc3c2CCCCC3)cc1[N+](=O)[O-]
    17 | 2 | -4.4 | 0 | 61 | -5 | -13 | -23 | -24 | 62
- O=C(O)CCC(=O)N1CCN(c2nc(-c3ccccc3Cl)c3cc(Br)ccc3n2)CC1
    8 | 5 | -1.7 | nt | 111 | -16 | 9 | 99* | -35 | 95

(continued)
Fields – Measles CPE | NPY-Y2 antag | MRP-1 activ | Phagocytosis inh | HCT116 bCat-KO | Yeast lifespan up | GALR2 antag | BB579 growth dn | E-sel TNF inh | PTEN del growth
- O=C1C2C3CCCC3=C3CCCC3C2C(=O)N1c1ccc(F)cc1 (stereo not given)
    6 | -2 | -3.0 | -2 | 91 | 7 | 7 | -5 | -10 | 94
- Nc1c(Cl)cc2c(c1Oc1ccccc1)C(=O)c1ccccc1C2=O
    7 | 3 | -0.6 | 4 | 54 | -11 | -9 | -18 | 2 | 57
- NC(=O)C1CCN(CC(=O)Nc2ccccn2)CC1
    6 | 1 | 0.5 | 4 | 92 | -7 | 0 | -3 | -19 | 98
- COc1ccc(C2=CC(=O)OC3(CCCCC3)O2)cc1
    9 | 8 | -3.3 | 5 | 66 | -20 | -3 | 4 | 2 | 69
- O=C(O)C12CC3CC(C1)CC(n1ncc(N4CCN(c5ccccc5)CC4)c(Cl)c1=O)(C3)C2
    27 | 1 | -1.9 | -11 | 92 | 1 | -7 | -13 | nt | 84
- COc1ccc(C(CNC(=O)c2cccc(N(C)C)c2)N2CCCC2)cc1 (stereo not given)
    nt | 5 | -1.1 | 3 | 80 | -7 | -6 | -38 | -42 | 87
- O=C(/C=C/c1cccc(Cl)c1)NCc1ccncc1
    1 | 2 | -2.4 | nt | 95 | -2 | 7 | -27 | nt | 95
- C=CCN1C2CCCC1CC(NC(=O)Nc1cccc(C(C)=O)c1)C2 (stereo not given)
    9 | -4 | -3.1 | 2 | 94 | -2 | 4 | -7 | -10 | 103
- CCOC(=O)c1c(C)nc2c3ccccc3ccn12
    5 | 4 | -0.8 | 0 | 100 | -15 | 11 | 24 | -16 | 102
- Cc1ccc(S(=O)(=O)Nc2nsc(N)n2)cc1
    5 | 6 | -3.4 | -1 | 110 | -17 | 4 | -34 | nt | 88
- CCOC(=O)c1sc(-c2ccccc2)cc1NC(=O)Nc1ccccc1
    nt | -1 | 6.0* | -2 | 89 | -4 | 7 | -9 | nt | 72
- COc1ccc(N2CCN(S(=O)(=O)Cc3ccccc3)CC2)cc1
    18 | 3 | -2.9 | -1 | 94 | 0 | -6 | -40 | 17 | 87
- CC(C)CNc1ncnc2c1sc1nc(N3CCOCC3)c3c(c12)CC(C)(C)OC3
    7 | 2 | -5.6 | nt | 90 | -2 | -5 | -6 | 12 | 89
- O=S(=O)(Nc1ccc(S(=O)(=O)N2CCOCC2)cc1)c1ccccc1
    2 | -1 | -2.0 | nt | 98 | -18 | 10 | -40 | -13 | 103
- CC(=O)Nc1ccc2nc(-c3ccncc3)[nH]c2c1
    12 | 3 | -1.2 | -2 | 88 | -7 | -9 | -30 | 23 | 91
- CCN(CC)c1ccc(NC(=O)CN2CCN(S(=O)(=O)c3cc(Cl)ccc3OC)CC2)cc1
    11 | -2 | -2.4 | nt | 65 | -13 | -21 | -50 | -7 | 66
- COc1ccccc1OCCC(=O)Nc1cccc(S(=O)(=O)N2CCCCC2)c1
    33 | 4 | -3.4 | 1 | 81 | 4 | -4 | -29 | 15 | 84
- CCn1c(CNc2ccc(Cl)cc2)nnc1SCc1ccccc1
    46* | 9 | -4.8 | -2 | 81 | 6 | -4 | -34 | -12 | 79
- Oc1ccc(Br)cc1C=Nc1ccc2c3c(cccc13)CC2
    7 | 0 | -3.5 | 1 | 59 | 16 | 1 | -84 | nt | 64
- O=C(CN(Cc1ccccc1)S(=O)(=O)c1cccc(C(F)(F)F)c1)NC1CCCCC1
    20 | 2 | -0.6 | -8 | 88 | 10 | -15 | -41 | -10 | 82
- COc1cc(CCC(=O)OCC(=O)Nc2c(C)cc(C)cc2C)cc(OC)c1OC
    4 | 2 | 1.1 | nt | 102 | -1 | 2 | -22 | 38 | 105
- Cc1c(CCO)c(=O)[nH]n1C(=O)c1c(F)cccc1F
    4 | 4 | -0.3 | 0 | 95 | -15 | 10 | -43 | 26 | 89
- COc1cccc(NC(=O)CSc2ncnc3c2cnn3Cc2ccccc2)c1
    1 | 3 | -1.2 | -2 | 86 | 0 | -16 | -70 | 19 | 89
- COc1ccccc1NS(=O)(=O)c1ccc(Cl)c(NC(=O)CN2C(=O)c3ccccc3C2=O)c1
    17 | 3 | -0.4 | -6 | 94 | 0 | 0 | -17 | nt | 106
- CNC(=S)NNC(=O)c1sccc1C
    9 | 2 | -1.6 | 0 | 91 | 7 | 3 | -14 | 24 | 94
- CCOC(=O)C1=C(CSc2nncn2C)NC(=O)NC1c1cc(OCC)ccc1OCC (stereo not given)
    6 | 0 | -3.8 | 0 | 91 | -8 | -9 | -33 | 1 | 97
- O=S(=O)(NCC1CCCO1)c1ccc(S(=O)(=O)N2CCc3ccccc3C2)cc1 (stereo not given)
    6 | 2 | -1.1 | 0 | 92 | -12 | 11 | -19 | 1 | 93
- Clc1ccc(SCc2cn3cccnc3n2)cc1
    18 | 1 | 1.4 | -2 | 96 | -8 | 6 | -4 | -1 | 99
- O=C(O)C1Cc2ccccc2CN1S(=O)(=O)c1ccc2ccccc2c1 (stereo not given)
    14 | 7 | -3.0 | 0 | 89 | -17 | 7 | -37 | -12 | 104
- Cc1c(N=C2NC(=O)/C(=C/c3ccc(O)cc3)S2)c(=O)n(-c2ccccc2)n1C
    10 | 3 | 2.8 | -3 | 80 | -2 | 0 | -4 | nt | 83
- CCN(CC)S(=O)(=O)c1ccc(Nc2nc3ccccc3n3nnnc23)cc1
    2 | 8 | -3.4 | -1 | 40 | -15 | 9 | -45 | -21 | 24
- COc1ccc(C2C(C(=O)OCC(=O)N3CCCCC3)CCC(=O)N2c2ccc(OC)cc2)cc1 (stereo not given)
    4 | 2 | 4.1 | -1 | 85 | -11 | 4 | -21 | nt | 79
- Cc1ccc(C(=O)Nc2ccc(O)c(C(=O)O)c2)o1
    3 | 5 | -2.3 | 0 | 97 | -2 | -5 | -15 | 20 | 98
- CN(C)S(=O)(=O)c1cccc(NC(=O)CCSc2ccc(Cl)cc2)c1
    5 | 1 | -0.1 | 0 | 62 | 4 | -4 | -46 | -2 | 58
- Cc1occc1C(=O)NNC(=S)Nc1ccccc1
    6 | 6 | 0.2 | -1 | 83 | -5 | 14 | -14 | -34 | 87
- Cc1cc(C)n(-c2nc(NCCC(C)C)c3c4c(sc3n2)COC(C)(C)C4)n1
    2 | 6 | -2.3 | -2 | 3.6* | -16 | 0 | -17 | 16 | 4
- O=C1C(Cl)=C(N2CCOCC2)C(=O)N1c1ccccc1
    19 | 1 | -3.2 | -1 | 93 | -13 | 6 | 2 | 5 | 90
- CS(=O)(=O)NC1CCN(Cc2ccccc2)CC1
    7 | -2 | -0.6 | -1 | 96 | -3 | 6 | -29 | -7 | 93
- O=C(CSc1ccc2c(c1)OCCO2)NCC1CCCO1 (stereo not given)
    9 | 1 | 1.3 | 0 | 100 | 0 | 7 | -14 | -4 | 96

Screening data: PubChem BioAssay, several laboratories
